Bioassay records: PubChem, several laboratories
MEKK2 WT-MEK5 = modulators of MEK5 binding to wildtype MEKK2, primary screen, biochemical, multiplex bead flow cytometry, Alexa488-MEK5. Alexa488-MEK5 binding to MEKK2 WT; actives lie on both sides. binding response (% of control), % at 10 µM. AID 1531, 2009. actives 1.1% (n = 290,000); in the data active = binding response below about 67% or above about 130%
MEKK3 PB1 HTS = modulators of MEKK3-MEK5 PB1 binding, primary screen, biochemical, wildtype MEKK3, multiplex bead flow cytometry, Alexa488-MEK5; Mitogen-activated protein kinase kinase kinase 3 (Homo sapiens), Q99759; bead-based flow cytometry, Alexa488-MEK5 binding to MEKK3; actives lie on both sides; 0 = blocked by unlabeled MEK5, 100 = vehicle; binding response (% of control), % at 10 µM; actives 1.4% (n = 290,000); AID 1529, 2009;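 active = binding response more than 3 SD above or below the average of its plate-row segment, actives on both sides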;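 also: Alexa488 bead fluorescence after subtracting the streptavidin-only scavenger bead signal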
Target sequence (Q99759 whole entry, looked up): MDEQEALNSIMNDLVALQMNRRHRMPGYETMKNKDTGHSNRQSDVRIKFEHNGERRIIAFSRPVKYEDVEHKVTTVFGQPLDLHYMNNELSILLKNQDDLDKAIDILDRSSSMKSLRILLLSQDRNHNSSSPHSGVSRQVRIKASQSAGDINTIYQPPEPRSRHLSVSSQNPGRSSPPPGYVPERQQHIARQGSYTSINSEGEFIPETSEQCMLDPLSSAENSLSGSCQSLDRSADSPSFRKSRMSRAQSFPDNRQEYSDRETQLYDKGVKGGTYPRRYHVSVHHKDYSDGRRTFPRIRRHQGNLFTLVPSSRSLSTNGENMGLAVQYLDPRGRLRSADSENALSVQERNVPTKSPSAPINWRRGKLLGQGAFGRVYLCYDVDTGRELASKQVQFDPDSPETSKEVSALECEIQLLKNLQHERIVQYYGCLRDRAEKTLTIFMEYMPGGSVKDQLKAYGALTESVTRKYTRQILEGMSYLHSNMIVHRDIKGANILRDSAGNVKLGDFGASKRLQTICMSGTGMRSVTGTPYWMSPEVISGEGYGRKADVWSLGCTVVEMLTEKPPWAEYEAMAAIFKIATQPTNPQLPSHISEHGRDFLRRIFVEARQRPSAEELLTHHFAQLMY
M18AAP inhibitor = PfM18AAP inhibitors, malaria aminopeptidase, primary screen, biochemical, QFRET, recombinant enzyme; M18 aspartyl aminopeptidase (Plasmodium falciparum 3D7); H-Glu-NHMec fluorogenic cleavage; inhibition, % at 7.35 µM; actives 1.2% (n = 290,000);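 active = inhibition above the campaign mean inhibition over all tested compounds plus 3 SD, cut at about 28% in these data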;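 also: 0% = plate median of test compound wells and 100% = 2 mM ZnCl2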
IDE cell inh = human IDE inhibitors in live cells, primary screen, fluorescence polarization, HEK cells, FAbetaB substrate; actives 0.41% (n = 320,000); inhibition, % at 5.59 µM; FAbetaB cleavage;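 active = percent inhibition above the average of all tested compounds plus 3 SD, set per screening campaign, cut at about 16% in these data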;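 also: IDE supplied by intact live HEK cells; FP after avidin binding of uncleaved biotin substrate so inhibition keeps polarization high; 0% = DMSO wells and 100% = 60 µM reference IDE inhibitor Ii1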
MEKK2mut PB1 HTS = MEK5 binding signal on mutant MEKK2 PB1, primary screen, biochemical, multiplex bead flow cytometry, Alexa488-MEK5. percent response, % at 10 µM. Alexa488-MEK5 binding to MEKK2 mutant. actives 0.35% (n = 290,000). AID 1530, 2009; in the data active = percent response above about 24%, passing the limit was not always enough; also: inactives centre near 1; some results filed as inactive read as strong as hits; reference of the scale not given here
pCIP destab = p/CIP-EGFP fusion destabilizers, primary screen, fluorescence, F442A cells; actives 0.01% (n = 290,000); decrease of EGFP signal, % at 10 µM; 16 h; AID 1984, 2009;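 active = EGFP signal decrease of at least 30% at 10 µM or well 3 SD below plate mean, unless failing retest; inactive = the rest, including hits failing retest or dose response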; also: some compounds called inactive have numbers as strong as hits; many of its hits are not listed in these tables
SUMO HTRF inh = inhibitors of in vitro SUMOylation cascade, primary screen, biochemical, HTRF, uHTS. SUMO-conjugating enzyme UBC9 (Homo sapiens), P63279. HTRF SUMOylation assay, SAE1/SAE2 + UBC9. inhibition, % at 35 µM. actives 0.36% (n = 290,000). AID 2006, 2009; in the data active = inhibition above about 50%, passing the limit was not always enough; also: strong numbers were not always called active
Target sequence (P63279 whole entry, looked up): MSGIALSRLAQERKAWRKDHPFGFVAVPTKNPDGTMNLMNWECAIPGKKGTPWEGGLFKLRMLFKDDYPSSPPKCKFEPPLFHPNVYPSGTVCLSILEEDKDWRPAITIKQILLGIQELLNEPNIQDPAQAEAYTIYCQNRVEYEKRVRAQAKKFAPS
IDE act = human IDE activators in live cells, primary screen, fluorescence polarization, HEK cells, FAbeta-B substrate | FAbeta-B cleavage; 0% vehicle, 100% cell-free pure enzyme wells | activation, % at 5.96 µM | actives 0.073% (n = 340,000) | Insulin-degrading enzyme (Homo sapiens), P14735;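 active = activation above the mean of all tested compounds plus 3 SD, set per screening campaign, cut at about 17% in these data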
NALP1 yeast inh = NALP1 inflammasome inhibitors in reconstituted yeast, colorimetric, S. cerevisiae, triplicate retest | actives 0.61% (n = 280,000) | S. cerevisiae NALP1/ASC/caspase-1 growth, X-gal OD620, 72 h | inhibition, % at 10 µM | AID 2071, 2009; in the data active = inhibition mostly above about 24%, no sharp cut-off; inactive = mostly below about 32%; also: some compounds called inactive have numbers as strong as hits
Starred values were filed as active, the others as inactive; . = not tested or not shown; & = joins results of further samples; [ ] = dose if it differs, or a comment. These rows are one share of the data; the hit share may differ from the screen's.

MEKK2 WT-MEK5	MEKK3 PB1 HTS	M18AAP inhibitor	IDE cell inh	MEKK2mut PB1 HTS	pCIP destab	SUMO HTRF inh	IDE act	NALP1 yeast inh	SMILES
104	105	0	-1	8	3	1	-1	8	Cc1noc(C)c1C(=O)Nc1nc(-c2ccc([N+](=O)[O-])cc2)cs1
96	99	2	-6	-2	-1	-8	-5	14	Cc1cc2c(cc1S(=O)(=O)NCCc1ccc(Cl)cc1)OCC(=O)N2
104	104	15	-2	3	-6	0	4	29	Cc1ncc(CO)c(/C=N/Nc2cccc(Cl)n2)c1O
108	106	-1	8	8	-4	9	2	13	COc1ccc(-c2noc(C3CCCN(C(=O)c4cccs4)C3)n2)cc1 (stereo unspecified)
90	88	2	-2	-2	-13	8	5	5	C/C(=N\NC(=O)c1cc(C(C)C)[nH]n1)c1ccco1
93	97	1	-1	-7	18	3	-4	1	CCCC(=O)Nc1ccccc1NC(=O)c1ccc(OC)cc1
114	112	-12	4	13	-5	12	8	-2	CCOc1ccc(C(=S)N2CCOCC2)cc1
116	114	3	4	14	-4	9	-4	17	Cc1cc(O)c(C=Nc2cccc(Cl)c2)c(=O)o1
99	102	-1	4	3	-10	0	2	3	CC(NC(=O)c1ccco1)c1nc(-c2ccccc2Cl)no1 (stereo unspecified)
102	104	-5	-2	10	-7	0	4	25	Cc1ccc(S(=O)(=O)N(C)/C(=N/S(=O)(=O)c2ccccc2)c2ccccc2)cc1
103	102	-4	2	7	-9	0	5	3	C=CCN=C1S/C(=C/c2cccc([N+](=O)[O-])c2)C(=O)N1CC=C
94	98	2	-3	-7	-6	9	4	-8	COCCCn1c(C)nnc1SCc1ccc(C(C)(C)C)cc1
100	102	6	1	3	1	-10	2	-15	Cc1oc(-c2ccc(Cl)cc2)nc1CS(=O)CC(=O)NCc1ccccc1 (stereo unspecified)
108	106	-8	8	0	12	-8	-3	25	COc1ccccc1CC(=O)Nc1ccc(F)cc1F
98	98	2	0	1	-8	0	-2	-9	O=C(CSc1nc2ccccc2n1Cc1ccccc1Cl)N/N=C/c1ccccc1C(=O)O
87	95	6	2	-6	-4	31	1	-3	CCNS(=O)(=O)c1ccc2c3c(cccc13)C(=O)N2
109	118	-4	8	-1	-16	13	1	10	Cc1[nH]n(-c2ccccc2)c(=O)c1C=NCCc1ccccc1
110	115	12	-2	10	-27	2	7	22	COc1ccc2[nH]c(C)c(CCN(Cc3cccs3)C(=S)Nc3ccccc3)c2c1
95	90	-4	1	-5	-3	7	1	29	OCC[C@@H]1C[C@@H](O)[C@H](O)[C@]2(CCCCO2)O1
96	98	1	-5	-4	0	3	1	-8	CC1CCc2c(sc(NC(=O)Cn3nc(C(=O)O)c4ccccc4c3=O)c2C#N)C1 (stereo unspecified)
99	94	-3	5	-2	-14	5	-1	26	COc1cccc(-c2nc3sc4c(c3c(=O)[nH]2)CCCCC4)c1
104	102	-2	-1	7	-11	6	4	8	CCOc1ccccc1C(=O)Nc1cc(C)ccc1NC(=O)c1ccco1
3.0*[inhibitor]	2.0*[inhibitor]	3	12	-24	-3	-22	-4	.	CCCN1C(=O)SC(CC(=O)Nc2ccc(Br)cc2)C1=O (stereo unspecified)
76	77	-2	-2	-16	-4	-12	8	9	O=C(COc1ccccc1[N+](=O)[O-])N1CCC(Cc2ccccc2)CC1
101	108	-1	-1	-1	-4	10	-1	.	Cc1cc(C(=O)Nc2ccc3nc(C)sc3c2)c2ccccc2n1
91	88	4	-2	-10	4	-19	9	9	Cc1cc(SCC(=O)OCC(=O)N2CCN(C(=O)c3ccco3)CC2)c(C)cc1Br
88	90	-3	4	-14	9	-26	-4	.	Cc1ccc2c(c1)nnn2C1CCN(CC(=O)N(c2ccccc2)c2ccccc2)CC1
102	99	0	7	0	3	24	-1	16	CC(C)Oc1ccc(-c2cc(C(=O)NCCN3CCOCC3)c3ccccc3n2)cc1
108	100	-2	0	4	8	6	-3	13	COc1cccc(OCCNC(=O)c2ccc(C)cc2)c1
104	100	6	-4	8	-28	17	-1	37*	COc1ccc(Nc2nc(-c3ccncc3)nc3ccccc23)cc1
106	104	4	5	10	-3	-9	-1	6	Cc1ccc(N(CC(=O)NC2CCCCC2C)S(=O)(=O)c2c(C)noc2C)cc1 (stereo unspecified)
121	107	5	0	17	-5	2	1	32*	O=C(CN1CCCC1)N/N=C/c1ccc(-c2cccc(Cl)c2)o1
102	100	6	-3	-2	-13	3	-5	4	Cc1nc2ccccc2c(=O)n1NC(=O)C1CC1
101	99	-55	-4	0	5	-1	4	16	CN1C(=O)C(c2ccccc2[N+](=O)[O-])C(=O)c2ccccc21 (stereo unspecified)
103&96	103&104	-7	1	6&-3	-3	-26	-5	13	Cc1ccc(-c2nn3c(C)nnc3s2)cc1N
90	89	15	0	-8	3	-2	.	.	Cc1c(O)nc2sc3ccccc3n2c1=O
105	107	10	.	1	-2	-5	5	11	CC(C)C1=CC(=Nc2ccc(S(N)(=O)=O)cc2)C=C(C(C)C)C1=O
102	101	7	.	8	-3	-2	7	9	O=C(O)CCC(=O)N1N=C(c2ccccc2)CC1c1ccc2c(c1)OCO2 (stereo unspecified)
96	103	1	6	-1	2	6	-1	7	COc1ccc(Cl)cc1N/C(N)=N/c1nc(C)cc(=O)[nH]1
103	104	-1	2	1	0	-4	-1	24	COc1ccc(NC(=S)NCCc2ccc(F)cc2)c(OC)c1
103	98	2	0	2	1	25	3	28	Cc1ccc(C(O)CN2C3=NCCN3c3ccccc32)cc1 (stereo unspecified)
107	105	-6	0	5	4	-2	1	15	COc1ccc(OCCNC(=O)c2ccc(C)cc2)cc1
99	102	-2	-4	0	-4	10	1	-3	COc1cc2c(cc1OC)[C@H](C)N(C(=O)NCc1ccccc1)CC2
97	102	8	-5	1	-20	-5	2	-3	Cc1ccc(C(C(=O)NC2CCCC2)N(Cc2ccc(F)cc2)C(=O)c2snc(C(N)=O)c2N)o1 (stereo unspecified)
95	90	-3	-2	-4	1	-4	1	-5	CCn1c(=O)cc(N2CCCCC2)[nH]c1=O
105	104	3	0	6	-9	10	3	4	COc1ccc(-c2nnc(SCC(=O)NCCC(C)C)nc2-c2ccc(OC)c(OC)c2)cc1OC
103	101	-1	2	0	-16	-4	5	14	CC(C)c1[nH]nc2c1C(C1C=CCCC1)C(C#N)=C(N)O2 (stereo unspecified)
110	103	-3	10	8	-17	4	6	31	O=C(Cc1cccc2ccccc12)OCn1nnc2ccccc2c1=O
99	102	-113	11	2	-1	-8	4	22	O=c1[nH]c2ccc(NCc3ccc(F)cc3)cc2[nH]1
94	97	1	0	-3	7	-16	7	8	COc1ccc(N=C2SC(C(=O)O)CC(=O)N2Cc2ccc(OC)c(OC)c2)cc1 (stereo unspecified)
104	107	-20	-3	5	-16	0	2	10	CCN(CC)c1ccc(Nc2cc3n(c(=O)n2)CCc2cc(OC)c(OC)cc2-3)cc1
104	96	0	-1	-3	0	-1	2	-1	CCCCS(=O)(=O)/C=C\C1C2C=CC(C2)C1S(=O)(=O)CCCC (stereo unspecified)
102	104	0	-3	2	2	-11	2	-1	O=C(NC(NC1CCS(=O)(=O)C1)C(Cl)(Cl)Cl)c1cccc(Cl)c1 (stereo unspecified)
100	101	8	2	2	-3	0	-3	-17	O=C(c1cccc(Cl)c1)C1CCCN(C(=O)c2ccc3c(c2)OCO3)C1 (stereo unspecified)
108	106	17	-5	-2	-4	7	0	14	N#CC1=C(N)N(c2ncn[nH]2)C2=C(C(=O)CCC2)C1c1ccc(F)cc1 (stereo unspecified)
63	44*[inhibitor]	2	-5	-24	-2	6	0	-18	Cc1[nH]c2ccccc2c1C(=O)CN1CCCCC1CCO (stereo unspecified)

Records listed above marked active in MEKK2 WT-MEK5.
MEKK2 WT-MEK5	MEKK3 PB1 HTS	M18AAP inhibitor	IDE cell inh	MEKK2mut PB1 HTS	pCIP destab	SUMO HTRF inh	IDE act	NALP1 yeast inh	SMILES
3.0*[inhibitor]	2.0*[inhibitor]	3	12	-24	-3	-22	-4	.	CCCN1C(=O)SC(CC(=O)Nc2ccc(Br)cc2)C1=O (stereo unspecified)

(more compounds)
MEKK2 WT-MEK5	MEKK3 PB1 HTS	M18AAP inhibitor	IDE cell inh	MEKK2mut PB1 HTS	pCIP destab	SUMO HTRF inh	IDE act	NALP1 yeast inh	SMILES
100	100	-3	0	3	-2	4	5	-10	CC(C)C(C(=O)NCc1ccco1)N(CC1CCCO1)C(=O)CNS(=O)(=O)c1ccc(F)cc1 (stereo unspecified)
98	101	21	0	2	-12	7	2	.	Cc1ccc(C(=O)n2nc(C#N)c(C#N)c2N)cc1
109	102	-3	.	6	3	-6	0	-10	Cn1c(=O)c2c(nc(SCC(=O)OCc3ccccc3)n2C)n(C)c1=O
97	100	-5	0	0	-5	8	2	5	CCOc1ccc(NC(=O)CN(C)S(=O)(=O)c2ccc(-c3ccc(=O)[nH]n3)s2)cc1
105	103	7	-6	5	-12	12	7	40*	NC(=O)COc1ccc(/C=N/NS(=O)(=O)c2ccccc2)cc1
102	83	3	-3	-6	-8	4	2	18	Fc1ccc(Nc2nc(-c3ccncc3)nc3ccccc23)cc1
101	107	-13	-5	6	1	6	-3	-9	CCNC(=S)N1CCN(C(=O)c2ccco2)CC1
142*	86	.	3	8	-4	-31	4	22	Cc1ccc(SC[C@H](Cc2ccccc2)N2CCN(CCc3ccccc3)CCC2=O)cc1
99	94	-9	.	-2	-4	5	3	10	Cc1ccc(NC(=O)Cn2nc(C)c([N+](=O)[O-])c2C)cc1Cl
103	108	-8	-2	8	3	12	-6	-2	CC(C)CSc1n[nH]c(N)n1
96	98	6	-2	-1	-7	10	0	12	COc1ccc(S(=O)(=O)NC(N)=NCCc2ccc(OC)c(OC)c2)cc1C
106	106	4	1	9	-1	8	7	20	COc1ccccc1N1CCN(C2CCCN(C(=O)c3cc(C4CC4)on3)C2)CC1 (stereo unspecified)
92	93	6	1	-10	-4	-17	-2	8	Cc1ccc2nsnc2c1NS(=O)(=O)c1c(C)ccc2nsnc12
91	93	10	1	-5	10	6	5	12	N#CC(=C=[N-])/C=C(\C(=O)c1ccccc1)[n+]1ccccc1
100	100	-1	2	-7	-17	14	2	28	CSc1nc(N(C)C)c2ccccc2n1
107	104	-2	-3	3	-3	11	-3	0	CC(C)CC1NC(C(=O)O)Cc2c1[nH]c1ccccc21 (stereo unspecified)
94	94	8	-2	-2	-3	15	5	25	O=C(NCCc1ccccc1)C(NS(=O)(=O)c1cccc2nsnc12)c1ccccc1 (stereo unspecified)
108	87	1	-3	3	-13	4	-2	15	CCC(C)(C)NC(=O)C(c1ccc(C)cc1)N(Cc1cccnc1)C(=O)c1csnn1 (stereo unspecified)

3 compounds out of the list above, sorted by their value in MEKK2 WT-MEK5, highest first.
compound | MEKK2 WT-MEK5
CC(C)CC1NC(C(=O)O)Cc2c1[nH]c1ccccc21 (stereo unspecified) | 107
Cc1ccc(NC(=O)Cn2nc(C)c([N+](=O)[O-])c2C)cc1Cl | 99
Cc1ccc2nsnc2c1NS(=O)(=O)c1c(C)ccc2nsnc12 | 92
